Source: PubChem
hcGAS lum = blocks human cGAS activity. recombinant h-cGAS, ATP depletion, Kinase-Glo luminescence. inhibition, % at 12.5 µM. actives 0.081% (n = 290,000); in the data active means inhibition above about 40%;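 further: 0% = vehicle reaction and 100% = reaction without DNA for no activity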
Target sequence (Q8N884 whole entry, looked up): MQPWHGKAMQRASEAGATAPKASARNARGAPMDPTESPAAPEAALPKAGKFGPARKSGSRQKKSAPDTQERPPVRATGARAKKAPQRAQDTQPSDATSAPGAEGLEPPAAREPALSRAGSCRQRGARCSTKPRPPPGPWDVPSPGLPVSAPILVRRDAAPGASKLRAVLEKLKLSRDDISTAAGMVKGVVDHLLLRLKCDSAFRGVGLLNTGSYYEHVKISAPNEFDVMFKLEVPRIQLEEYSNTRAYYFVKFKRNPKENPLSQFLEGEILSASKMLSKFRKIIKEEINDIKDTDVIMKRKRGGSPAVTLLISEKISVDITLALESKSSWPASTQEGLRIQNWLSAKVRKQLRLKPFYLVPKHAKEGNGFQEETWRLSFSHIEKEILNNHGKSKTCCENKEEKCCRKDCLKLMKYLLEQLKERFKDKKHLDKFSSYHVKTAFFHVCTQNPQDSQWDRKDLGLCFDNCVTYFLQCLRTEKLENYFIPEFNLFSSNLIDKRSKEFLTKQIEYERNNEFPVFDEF
* hit, by the source's call.

Molecule | hcGAS lum
CC1(C)CC2CC(C)(CN2C(=O)CSc2nc3ccccc3n2CCC#N)C1 (stereo not drawn) | -9.3
COc1ccc(NC(C)=O)cc1S(=O)(=O)N1CCc2ccccc21 | -8.2
O=C(CCC1CCN(C(=O)c2cncs2)CC1)Nc1ccccc1 | -3.8
CNC(=O)CC1C(=O)NCCN1Cc1c(C)cc(C)cc1-n1cccn1 (stereo not drawn) | -1.0
O=C(CSc1nc2nc(-c3cccs3)cc(C(F)(F)F)c2c(=O)[nH]1)NC1CC1 | -8.9
CC(=O)[C@H]1CCC2C3CC=C4C[C@@H](OC(=O)CCC(=O)O)CC[C@]4(C)C3CC[C@@]21C (stereo partly drawn) | -2.0
CN(C)C(=O)c1ccc(F)c(NC(=O)C2CC2c2cccc(Cl)c2)c1 (stereo not drawn) | -5.4
C/C(C=NN1CCOCC1)=C/c1ccccc1 | -6.4
CCN(CC(=O)Nc1ccc(Br)cc1)S(=O)(=O)/C=C/c1ccccc1 | -5.4
CCN(Cc1nc(COC)no1)C(=O)c1ccc2nc(C)[nH]c2c1 | -4.2
CC(NC(=O)c1ccc2c(c1)ncn2CCO)c1ccc(O)c(F)c1 (stereo not drawn) | -7.1
Cc1ocnc1C(=O)N1CCC(C(=O)Nc2cccc(-c3ccco3)c2)CC1 | 7.7
COc1ccccc1NC(=O)Nc1ccnn1C1CCN(C(=O)CC2=CCCCC2)CC1 | 0.9
Cc1ccc2oc(C(=O)N3C(C(=O)O)CC4CCCCC43)cc2n1 (stereo not drawn) | 9.4
O=S1(=O)CC2SC(=S)C(Nc3ccccc3)C2C1 (stereo not drawn) | -1.9
OCC1(O)CCN(c2nc3ccccc3s2)CC1 | -4.6
O=C(c1ccccc1)c1cccc[n+]1[O-] | -0.7
O=C(Cn1cncn1)N1CCC(c2cc(-c3ccccc3Cl)n[nH]2)CC1 | -6.1
COc1cc(CO)cc(Br)c1OCC#N | -4.2
COc1cccc([C@@H](C)NC(=O)CCC(=O)NC2CCCC2)c1 | -4.8
CC1COCCN1Cc1nc2ncc(Br)cc2[nH]1 (stereo not drawn) | -5.9
O=C1CCC(C(=O)OCc2c(Cl)cccc2Cl)N1 (stereo not drawn) | -3.8
CCc1cc(C(=O)O)c(NC(=O)c2cc(OC)c(OC)c(OC)c2)s1 | -3.2
Cc1csc(NC(=O)C(=O)N2CCCCC2CCn2cccn2)n1 (stereo not drawn) | -2.9
CCc1ncc(C(=O)N2CCN(CC(C)C)C(=O)C2C)cn1 (stereo not drawn) | -3.7
CC(C)(NC(=O)c1cccs1)C(=O)NCc1nnc2n1CCC2 | -4.7
COCc1ccccc1NC(=O)Nc1ccc(C)cc1F | -8.0
OC(Cc1nc2ccccc2n1C(F)F)c1cccs1 (stereo not drawn) | -9.5
O=C(c1ccc(C2CCCO2)s1)N1CCC(O)(CO)CC1 (stereo not drawn) | -5.5
O=C(C1CCN(C2CCN(Cc3ccccc3O)CC2)CC1)N1CCOCC1 | -1.3
CN(CC1CC(=O)N(C2CCCC2)C1)c1cc(N2CCOCC2)nc(N)n1 (stereo not drawn) | -4.7
NS(=O)(=O)c1cc(C(=O)n2cc(Br)cn2)c(Cl)cc1Cl | -8.0
COC(C)(C)O/N=C(\CN1CCOCC1)c1ccccc1 | -8.8
CC(C)(CC(=O)O)CC(=O)Nc1cccc(CCc2ccncc2)c1 | -5.1
COc1ccc(Cl)cc1C(=O)NCCSCc1ccccc1 | -16.9
Cc1ccc2[nH]c(=O)cc(C(=O)NCCN3CCCCC3CO)c2c1 (stereo not drawn) | 1.3
O=C(CC1CCCCC1)N1CCC(CO)(Cc2cccc(C(F)(F)F)c2)CC1 | -5.9
Cn1cc(CN2CCc3ccc(NC(=O)C4CCCO4)cc3C2)c(-c2ccccc2)n1 (stereo not drawn) | -3.0
COc1cc2c(cc1C1CC(=O)Nc3c1cnn3Cc1cccnc1)CCC2 (stereo not drawn) | -6.0
COc1cc(/C=C2\C=Cc3ccccc32)cc(OC)c1OC | -3.0
CCCCc1c(-c2ccccc2)ncn1CCCO | -5.8
C[C@H]1CC2C([C@@H](O)C[C@@]3(C)C2CC[C@]3(O)C(=O)COC(=O)CCC(=O)O)[C@@]2(C)C=CC(=O)C=C12 (stereo partly drawn) | -4.2
C=CCN(CC=C)C(=O)c1ccc(OC2CCN(S(=O)(=O)N(C)C)CC2)cc1 | 4.8
CCCn1cc(CNC(=O)CC2CCc3ccccc32)cn1 (stereo not drawn) | 1.2
Cn1nc(C2CCN(C(=O)C3CNC(=O)C3)CC2)n(-c2ccccc2)c1=O (stereo not drawn) | 0.1
COc1ccc(F)c(-c2nc(CN(C)Cc3nnc(C)o3)c(C)o2)c1 | -8.2
Cc1ccccc1CC1(CO)CCCN(C(=O)CCN2CCCCO2)C1 (stereo not drawn) | -7.3
Cc1nccn1-c1ccc(NC(=O)C2CCCN(C3Cc4ccccc4C3)C2)cc1 (stereo not drawn) | -3.3
O=C(CCn1cncn1)Nc1ncc(Cc2c(Cl)cccc2Cl)s1 | -16.0
Cc1cc2c(cc1O)NC(=O)CC2c1cc(C(C)(C)C)n[nH]1 (stereo not drawn) | -6.0

Carrying on:
molecule | hcGAS lum
OC[C@@H](O)C(O[C@@H]1O[C@H](CO)[C@H](O)[C@H](O)[C@H]1O)[C@H](O)[C@@H](O)CO (stereo partly drawn) | -3.7
Cc1cc2nc3c(=O)[nH]c(=O)nc-3n(C[C@@H](O)[C@@H](O)[C@@H](O)COP(=O)(O)O)c2cc1C | 7.8
CC1CN(C(C)C(=O)Nc2ccc(Br)cc2F)CC(C)O1 (stereo not drawn) | -5.3
Cc1cc(S(=O)(=O)NCc2cccc(NC(=O)C(C)C)c2)c(C)s1 | -5.6
CCn1nnc(NCc2cccc(Cl)c2Cl)n1 | 0.9
Cc1ccc(NC(=O)CSC(C)C(=O)NCCc2ccccn2)cc1 (stereo not drawn) | -4.9
OCCOc1ccccc1OCCBr | -8.0
COc1ccc(CC2(CO)CCN(Cc3cn[nH]c3-c3ccccc3)CC2)cc1 | -4.5
COC(=O)c1cc2n(n1)CCN(C(=O)CN(C)Cc1ccncc1)C2 | -4.2
c1ccc(Oc2ccc(-n3nnnc3N3CC(c4ccncc4)C3)cc2)cc1 | -4.7
O=C(Nc1ccc2c(c1)CN(C(=O)c1sccc1Cl)CC2)C1CCCO1 (stereo not drawn) | -8.6
COCC1(N(C)C(=O)CCNC(=O)c2ccc(F)cc2)CC1 | 0.4
CCn1ccc2ccc(NC(=O)C3CCCN3C(=O)C(C)C)cc21 (stereo not drawn) | -2.6
OCC1(CC2CCCCO2)CCN(Cc2ccc3cccc(F)c3n2)CC1 (stereo not drawn) | -5.2
C=CCN(Cc1ccccc1C)C(=O)c1cccc2cnccc12 | -6.8
CCCNC(=O)CNC(=O)c1ccc2c(c1)NC(=O)C(C)S2 (stereo not drawn) | -16.0
COCC1=C(C(=O)OC(C)OC(=O)OC(C)C)N2C(=O)[C@@H](NC(=O)/C(=N\OC)c3csc(N)n3)[C@H]2SC1 (stereo partly drawn) | -6.1
CC(=O)N(c1ccccc1)c1nc(/C=C/c2nc3ccccc3c(=O)[nH]2)cs1 | -3.4
COc1ccccc1N=C1NN=C(c2c[nH]c(C(=O)N3CCCC3)c2)CS1 | -7.5
CC1(C)CC(N2CCOCC2)=CC(NCc2cn3ccccc3n2)C1 (stereo not drawn) | -11.2
CCCCc1n[nH]c(=O)n1Cc1cccc(C)c1 | -7.1
CCc1nc(C)sc1CNC(=O)c1c(O)cccc1O | -9.0
CCC(C(=O)N1CCCN(C)CC1)n1cc(C(C)=O)c2ccccc21 (stereo not drawn) | -1.2
Cc1ccc(NC(=O)CCc2nc3ccccc3c(=O)[nH]2)c(F)c1 | 0.9

In the list so far, these have a CF3 group:
molecule | hcGAS lum
O=C(CSc1nc2nc(-c3cccs3)cc(C(F)(F)F)c2c(=O)[nH]1)NC1CC1 | -8.9
O=C(CC1CCCCC1)N1CCC(CO)(Cc2cccc(C(F)(F)F)c2)CC1 | -5.9

Next part.
molecule | hcGAS lum
C=CCOc1ccc(CN(C)CC(=O)Nc2cc(Cl)ccc2C#N)cc1 | -14.5
CN(Cn1nc(-c2cccnc2)n(-c2ccccc2)c1=S)C1CCCC1 | -4.0
COc1ccc(-c2cc(-c3nnc(C4CCC4)o3)[nH]n2)cc1 | -5.3
Cc1ccc(-c2noc(Cn3cnc(C#N)n3)n2)cc1 | -6.1
CCc1ncc(C(=O)NC(Cn2ccnc2)C(C)C)cn1 (stereo not drawn) | -3.2
O=C(O)c1ccc(Cl)c(S(=O)(=O)NCCc2ccc(F)cc2)c1 | -8.4
O=C1CC[C@H]2C(=O)N(Cc3ccccc3)C(=O)[C@H]2C1 | -3.9
O=C(c1nc2ccccn2c1CNCCCn1ncc2ccccc21)N1CCOCC1 | -2.8

Overlap with the part before: 2 compounds, then new ones.
molecule | hcGAS lum
O=C1CC[C@H]2C(=O)N(Cc3ccccc3)C(=O)[C@H]2C1 | -3.9
O=C(c1nc2ccccn2c1CNCCCn1ncc2ccccc21)N1CCOCC1 | -2.8
Cc1nc(C(=O)NCc2cnc3c(C)cccn23)cs1 | 1.8
COc1cc(-c2ccc3cc[nH]c3c2)cc(OC)c1OC | -5.5
CC(C)(O)C#Cc1cccc(C(=O)NCC[C@@H]2C[C@@H]3C=C[C@H]2C3)c1 | 1.8
O=C(Nc1ccccc1F)N(CCO)C1CCc2ccccc21 (stereo not drawn) | 6.1
Cc1c(CN2CC[C@H]3CC[C@@H](C2)N3)c(=O)n(-c2ccccc2)n1C | -4.5
CSc1ccccc1OCc1cc(C(=O)N2CCSCC2)no1 | 0.6
COCCN(CC(=O)Nc1cccc(C)c1C)C(=O)c1n[nH]c(=O)c2ccccc12 | -10.1
O=C(CCCc1ccccc1)Nc1ccnn1C1CCN(Cc2cccc3c2OCO3)CC1 | -1.0
NC(=O)N(C(=S)N1CCCCC1)c1ccccc1 | -9.6
Cc1cc(SC2CS(=O)(=O)CC2O)nc(C(C)C)n1 (stereo not drawn) | 4.8
COc1ccc(S(N)(=O)=O)cc1C(=O)OC(C)C(=O)N1CCCC1 (stereo not drawn) | -1.3
CN(C)C(C(=O)N1C[C@@H]2[C@H](C1)[C@H]1CC[C@@H]2O1)c1ccc2c(c1)OCO2 (stereo partly drawn) | -3.6
COC(=O)CSc1nc2c(=O)n(C)c(=O)n(C)c2n1Cc1ccc(Cl)c(Cl)c1 | -3.5
Cn1nc(C2CCN(C(=O)[C@H]3C[C@@H]4C=C[C@H]3C4)CC2)n(-c2ccccc2)c1=O | 1.1
CC(C)(C)c1cc(C(=O)c2cccs2)cc(C(C)(C)C)c1O | -5.2
Cc1ccc(CNC(=O)c2cc(=O)[nH]c3cc(F)ccc23)n1C | -7.1

No new results follow: entries from further up.
molecule | hcGAS lum
COc1ccc(S(N)(=O)=O)cc1C(=O)OC(C)C(=O)N1CCCC1 (stereo not drawn) | -1.3
CN(C)C(C(=O)N1C[C@@H]2[C@H](C1)[C@H]1CC[C@@H]2O1)c1ccc2c(c1)OCO2 (stereo partly drawn) | -3.6
COC(=O)CSc1nc2c(=O)n(C)c(=O)n(C)c2n1Cc1ccc(Cl)c(Cl)c1 | -3.5

The results go on.
molecule | hcGAS lum
CCOc1ccc(S(=O)(=O)N(CC)CC)cc1NC(=O)c1ccc(C)cc1C | -16.6
Cc1nnc(Sc2ccnc3cc(C(F)(F)F)ccc23)s1 | -6.4
OCC1(CCc2ccccc2)CCN(Cc2c(F)ccc(F)c2F)CC1 | -5.5
CCN(C(=O)c1cccc(NC(=O)c2cc(C)nc(C)n2)c1)c1ccccc1 | -5.1
COC(=O)[C@]1(C)N[C@H](c2cnn(-c3ccccc3C)c2)[C@@H]2C(=O)N(C)C(=O)[C@@H]21 | -5.8
CSc1nc(Cl)cn(C)c1=O | -8.0
Cn1cc(CN2CCCC(CO)(Cc3ccccc3)C2)c2ccccc21 (stereo not drawn) | -2.2
Cc1nc(C(=O)N2CCN(CCCOc3ccc(F)cc3)CC2)cs1 | -5.8
Cc1ccccc1-n1ncc(C(C)NC(=O)c2ccoc2)c1C (stereo not drawn) | -5.6
Cn1ccc2c(-c3ccnc(N)c3)ccnc21 | -5.8
CCn1c(SC(C)C(=O)Nc2cccc(C#N)c2)nc2ccc(Br)cc2c1=O (stereo not drawn) | -11.2
CCS(=O)(=O)NC1(c2ccc(Br)cc2)CC1 | -8.6
O=C(CCN1CCCO1)N1CCC(c2n[nH]c(=O)n2-c2ccccc2)CC1 | -6.0
O=C(O)C1CC(=O)N(CCc2cnn(-c3ccccc3)c2)C1 (stereo not drawn) | -3.6
C=C(C)COc1cccc(C(=O)NCc2cncn2CC)c1 | -8.1
C/C=C/C(=O)Nc1ccccc1-c1ccc(C(C)N2CCOCC2)cc1 (stereo not drawn) | 1.0
Cc1noc(C)c1C1CCCN1C(=O)CCNC(=O)c1ccc(F)cc1 (stereo not drawn) | 2.3
NC(=O)CCSc1nnc(-c2sc3ccccc3c2Cl)o1 | -16.7
C=C1CC2C3C=C(C)C4=CC(=O)CC[C@]4(C)C3CC[C@]2(C)[C@@]1(OC(C)=O)C(C)=O (stereo partly drawn) | -3.3
CCCOC1CCCN(Cc2ccc(NC(C)=O)cc2)C1 (stereo not drawn) | -7.4
Cc1sc2ncnc(N(C)CCC#N)c2c1C | -9.7
COc1cccc2c1OCCCN(C(=O)Cc1c(C)nc(C)[nH]c1=O)C2 | -6.5
Nc1cccnc1Sc1cc(Cl)cc(Cl)c1 | -4.6
COc1ccc(/C=C/C(=O)NC2CCN(Cc3ccccc3)C2)cc1OC (stereo not drawn) | -8.9
O=C(Cn1cc(CN2CCn3cncc3C2)c2ccccc21)NC1CC1 | -5.0
CN(Cc1cnn(C)c1)C(=O)CC1C(=O)NCCN1CCCc1ccccc1 (stereo not drawn) | -8.2
O=C(CN1CCCC1c1ccc2c(c1)OCCO2)Nc1ccccc1 (stereo not drawn) | -5.2
CN(CC(=O)N1CCC(Nc2ccccc2)C1)c1ccc(C#N)cn1 (stereo not drawn) | -2.5
CC(=O)c1ccc(F)cc1-c1ccc(C(C)N2CCOCC2)cc1 (stereo not drawn) | -5.7
COc1cccc(CNC(=O)COc2c(C)ccc(C)c2C)c1OC | -4.1
Cc1cc(S(=O)(=O)N2CCc3c(nc[nH]c3=O)C2)c(C)s1 | -5.9

This is a subset; count on the stated rates, not on these rows.
